RmlCD inh 1536 = M. tuberculosis RmlC/RmlD coupled enzyme inhibitors, primary screen, biochemical, compound mixtures, 384-well, from 1536-well plates; dTDP-4-dehydrorhamnose reductase (Mycobacterium tuberculosis (strain ATCC 25618 / H37Rv)) …; RmlC+RmlD coupled enzyme assay, percent inhibition; primary screen in compound mixtures; inhibition, % at 3.6 µM; 0.03% of 160,000 active; in the data active means inhibition mostly above about 34%, no sharp cut-off; further: some results filed as inactive read as strong as hits
Target sequence (P9WH09 whole entry, looked up): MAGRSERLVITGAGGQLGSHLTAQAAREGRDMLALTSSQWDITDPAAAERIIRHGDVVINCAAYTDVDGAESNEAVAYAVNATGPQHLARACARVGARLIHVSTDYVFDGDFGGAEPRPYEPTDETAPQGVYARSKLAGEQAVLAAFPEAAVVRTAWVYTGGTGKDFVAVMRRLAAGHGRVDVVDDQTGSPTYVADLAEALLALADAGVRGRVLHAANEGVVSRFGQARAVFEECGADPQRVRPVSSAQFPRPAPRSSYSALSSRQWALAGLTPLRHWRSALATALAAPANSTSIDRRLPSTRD
Target sequence (P9WH11 whole entry, looked up): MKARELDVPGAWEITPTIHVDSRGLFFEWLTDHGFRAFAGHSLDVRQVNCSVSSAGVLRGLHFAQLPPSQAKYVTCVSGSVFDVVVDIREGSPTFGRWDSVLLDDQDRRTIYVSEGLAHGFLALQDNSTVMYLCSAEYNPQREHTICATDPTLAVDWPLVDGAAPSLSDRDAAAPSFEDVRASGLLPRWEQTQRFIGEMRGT
M. tuberculosis GlmU = inhibition of mycobacterial GlmU enzyme – biochemical, glucosamine-1-phosphate acetyltransferase (AID 1376). M. tuberculosis GlmU acetyltransferase enzyme assay; higher % means a stronger effect. 0.25% of 220,000 active. Bifunctional protein GlmU (Mycobacterium tuberculosis (strain ATCC 25618 / H37Rv)). inhibition, %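 (tested at 30 µM in the primary screen)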; hits with a dose series show IC50 in µM; in the data active means inhibition above about 13%;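 further: 0% = complete reaction with vehicle and 100% = reaction without substrate; strong numbers were not always called active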
An asterisk follows results filed as active; & = joins results of further samples.

Screening COc1ccc(NC(=O)Cn2c(=O)n(CC(=O)NCc3ccco3)c(=O)c3ccccc32)cc1 returned M. tuberculosis GlmU 3.4%.
For O=c1[nH]cnc2c1sc1nc3c(c(-c4ccc(Cl)cc4)c12)CCC3 the results were RmlCD inh 1536 -2 and M. tuberculosis GlmU -3.5%.
O=C(CN1C(=O)NC2(CCSC2)C1=O)N1CCN(c2ccc(F)cc2)CC1 (centres undefined) was read as M. tuberculosis GlmU 1.9%.
For CCOc1ccc(NC(=O)NCc2ccco2)cc1 the results were RmlCD inh 1536 3 and M. tuberculosis GlmU -0.7%.
`N#Cc1cnc2ncnn2c1-c1ccccc1` gave M. tuberculosis GlmU -0.1%.
`O=C(O)CSC1=NC(=Nc2cccc(Cl)c2)C2(CCCCC2)N1c1ccccc1` gave M. tuberculosis GlmU -10%.
Screening Cc1ccc(CNc2nc3ccccc3s2)s1 returned M. tuberculosis GlmU -3.3%.
`O=C(CN1CCCc2ccccc21)NCc1ccc2c(c1)OCO2` gave M. tuberculosis GlmU 0.0%.
For CN(C)c1ccnc(Oc2ccccc2)c1C#N the results were RmlCD inh 1536 11 and M. tuberculosis GlmU -2.7%.
`Cc1ccc(Cn2c(C(C)Nc3nc(-c4ccc(Cl)cc4)cs3)nc3cc(C(=O)NCCCO)ccc32)cc1` (centres undefined) gave M. tuberculosis GlmU 1.0%.
Screening CCCn1c(SCC(=O)N2CCCC2)nc2c1c(=O)n(C)c(=O)n2C returned RmlCD inh 1536 3 and M. tuberculosis GlmU 2.9%.
O=C(CC1C(=O)NCCN1C(=S)Nc1ccccc1)Nc1ccc(F)cc1 (centres undefined) was read as RmlCD inh 1536 38 and M. tuberculosis GlmU -1.5%.
CC[n+]1c(/C=C/C=C/N(C(C)=O)c2ccccc2)sc2ccccc21 was read as RmlCD inh 1536 -6 and M. tuberculosis GlmU -9.5%.
For O=C(COc1ccccc1[N+](=O)[O-])OCC(=O)N1CCC(Cc2ccccc2)CC1 the results were RmlCD inh 1536 -10 and M. tuberculosis GlmU -4.0%.
Screening C=CCn1c(=O)c(C(=O)Nc2ccccc2O)c(O)c2ccccc21 returned RmlCD inh 1536 -8 and M. tuberculosis GlmU 0.7%.
For O=C(c1ccc(S(=O)(=O)N2CCOCC2)cc1)N1CCN(c2ccccc2)CC1 the results were M. tuberculosis GlmU -1.8%.
For Cc1ccc(NC(=O)CN(C)CC(=O)Nc2ccc(F)c(F)c2F)c(Cl)c1 the results were RmlCD inh 1536 6 and M. tuberculosis GlmU 4.4%.
For CCOC(=O)Cn1nc(-c2ccc(C)cc2)ccc1=O the results were RmlCD inh 1536 4 and M. tuberculosis GlmU -1.7%.
For O=C(C1CCC(=O)N1C1CCCCC1)N1CCC2(CC1)OCCO2 (centres undefined) the results were RmlCD inh 1536 5.
For O=C1N/C(=C\c2ccccc2)C(O)=C1C=NCc1ccccc1 the results were RmlCD inh 1536 6 and M. tuberculosis GlmU -6.0%.

Brought forward from above: two compounds, then new ones.
For O=C(C1CCC(=O)N1C1CCCCC1)N1CCC2(CC1)OCCO2 (centres undefined) the results were RmlCD inh 1536 5.
For O=C1N/C(=C\c2ccccc2)C(O)=C1C=NCc1ccccc1 the results were RmlCD inh 1536 6 and M. tuberculosis GlmU -6.0%.
`Oc1ccc(C2NCc3ccccc3-n3cccc32)cc1Cl` (centres undefined) gave M. tuberculosis GlmU 2.4%&-0.9%.
`CC(C)[C@H](NS(=O)(=O)c1ccc2c(c1)OCCO2)C(=O)OCC(=O)Nc1ccccc1` gave RmlCD inh 1536 10 and M. tuberculosis GlmU -2.9%.
`Cc1ccc(S(=O)(=O)N2CCN(c3ccc(C(F)(F)F)cc3[N+](=O)[O-])CC2)cc1` gave RmlCD inh 1536 -5 and M. tuberculosis GlmU 3.6%.
COCCn1c(C2CCCCC2)nc2sc3ccccc3c(=O)c2c1=O was read as RmlCD inh 1536 10 and M. tuberculosis GlmU 1.0%.
Screening COc1ccc(-c2oc3ccc(-c4ccc5c(c4)OCO5)cc3c2C#CC2(O)CCCCC2)cc1 returned M. tuberculosis GlmU -0.7%.
For Cc1ccc(NC(=O)CCCCCCCCCCC2COCCO2)c(C)c1 (centres undefined) the results were M. tuberculosis GlmU -0.8%.
Screening Cc1cc(C(=O)Nc2ccc(C(=O)O)cc2)c(-c2ccccc2)o1 returned M. tuberculosis GlmU -4.6%.
Screening O=C(N/N=C/c1cc([N+](=O)[O-])ccc1O)c1cccc2cc[nH]c12 returned RmlCD inh 1536 12 and M. tuberculosis GlmU 1.4%.
For NC(=O)c1cc(N2C(=O)C3CC=CCC3C2=O)ccc1N1CCCCC1 (centres undefined) the results were RmlCD inh 1536 7 and M. tuberculosis GlmU 5.6%.
For CCCn1c(N2CCN(S(=O)(=O)Cc3ccccc3)CC2)nc2ccccc21 the results were RmlCD inh 1536 -8 and M. tuberculosis GlmU -1.2%.
For Cc1cccc(N/N=C(\C(N)=O)C2=NC(C)(C)Cc3ccccc32)c1 the results were RmlCD inh 1536 5 and M. tuberculosis GlmU -0.8%.
Screening CCC(=O)N(CCC(Cc1ccccc1)c1ccco1)Cc1ccco1 (centres undefined) returned RmlCD inh 1536 8 and M. tuberculosis GlmU -1.9%.
O=C(Nc1ccc(Br)c(Cl)c1)C1CC1 was read as RmlCD inh 1536 -3 and M. tuberculosis GlmU -1.4%.
`CCCCC1CC(CSC(=N)N)OC1=O` (centres undefined) gave M. tuberculosis GlmU -3.6%.
`CCOc1ccc(NC(=S)N2CCC(N(C)CC3CCCO3)CC2)cc1` (centres undefined) gave RmlCD inh 1536 -7 and M. tuberculosis GlmU 0.6%.
`O=[N+]([O-])c1cccc(C(=Nc2cccc(Cl)c2)NO)c1` gave RmlCD inh 1536 -9 and M. tuberculosis GlmU 0.9%.
Screening CC(C)CNS(=O)(=O)c1ccc(CCC(=O)NCc2ccco2)cc1 returned RmlCD inh 1536 -7 and M. tuberculosis GlmU 2.4%.
For CCCCn1c(N)c(N(CC)C(=O)C(c2ccccc2)c2ccccc2)c(=O)[nH]c1=O the results were RmlCD inh 1536 2 and M. tuberculosis GlmU -1.7%.
Cc1ccc(-c2nnc(SCC(=O)NNC(=O)COc3cccc4ccccc34)n2C)cc1 was read as RmlCD inh 1536 8 and M. tuberculosis GlmU -2.9%.
CCOC(=O)C1CCCN(Cc2cc(=O)oc3cc(C)c(C(C)C)cc23)C1 (centres undefined) was read as RmlCD inh 1536 -11 and M. tuberculosis GlmU 0.0%.

Compounds listed so far containing an aryl methoxy group (2):
Screening COc1ccc(NC(=O)Cn2c(=O)n(CC(=O)NCc3ccco3)c(=O)c3ccccc32)cc1 returned M. tuberculosis GlmU 3.4%.
Screening COc1ccc(-c2oc3ccc(-c4ccc5c(c4)OCO5)cc3c2C#CC2(O)CCCCC2)cc1 returned M. tuberculosis GlmU -0.7%.

Next section:
For Cc1ccccc1Cn1nc(C)c(NC(=O)c2noc3c2CCCC3)c1C the results were M. tuberculosis GlmU 0.5%.
`O=C(NCc1cccnc1)C(=O)NCC1OCCN1S(=O)(=O)c1ccc(Cl)cc1` (centres undefined) gave M. tuberculosis GlmU -1.9%.
For Cc1ccc(Cn2c(SCC(=O)NCC3CCCO3)nc3c(sc4ccccc43)c2=O)cc1 (centres undefined) the results were RmlCD inh 1536 -2.
`CN(C)CCOc1cc(Cl)cc(Cl)c1` gave RmlCD inh 1536 -12 and M. tuberculosis GlmU 0.7%.
CC(CC(=O)NCc1cccnc1)c1ccccc1 (centres undefined) was read as RmlCD inh 1536 -11 and M. tuberculosis GlmU 0.9%.
`COc1ccccc1CN(C(=O)Cc1cccs1)C(C(=O)NC1CCCC1)c1ccncc1` (centres undefined) gave RmlCD inh 1536 -7 and M. tuberculosis GlmU 3.4%.
Screening CC(C)CN(C(=O)C(c1ccccc1)c1ccccc1)c1c(N)n(CC(C)C)c(=O)[nH]c1=O returned RmlCD inh 1536 13 and M. tuberculosis GlmU -5.8%.
`COc1ccc(S(=O)(=O)N(CC(=O)Nc2cc(C)on2)Cc2ccccc2)cc1` gave M. tuberculosis GlmU -2.2%.
CSCC[C@H](NC(=O)Nc1cccc(Br)c1)C(=O)O was read as RmlCD inh 1536 0 and M. tuberculosis GlmU 1.8%.
COc1ccc(/C=N/NC(=O)CNC(=O)c2ccc3c(c2)OCCO3)cc1OC was read as M. tuberculosis GlmU 2.5%.
Screening Cc1ccsc1-c1nc(CN2CCCC2c2ccc(F)cc2)c(C)o1 (centres undefined) returned M. tuberculosis GlmU 3.4%.
CCN(C)c1ccc(/C=N\n2nnnc2N)cc1 was read as RmlCD inh 1536 6 and M. tuberculosis GlmU -2.7%.
Screening Cc1nc(-c2nnc(-c3ccccc3)o2)c(C(F)(F)F)o1 returned RmlCD inh 1536 10 and M. tuberculosis GlmU 1.4%.
O=C(O)C12CC3CC(C1)CC(n1ncc(NCc4ccco4)c(Cl)c1=O)(C3)C2 was read as RmlCD inh 1536 7 and M. tuberculosis GlmU -5.9%.
Cc1c(CN(C)C(=O)c2sc3cc(Cl)ccc3c2Cl)cnn1C was read as RmlCD inh 1536 7 and M. tuberculosis GlmU -4.9%.
`COc1ccc(N2CCN(CCC3Oc4cc([N+](=O)[O-])ccc4NC3=O)CC2)cc1` (centres undefined) gave M. tuberculosis GlmU 1.9%.
`Cc1nc2ccc(S(=O)(=O)NCC(=O)Nc3cccc(F)c3)cc2s1` gave RmlCD inh 1536 -2 and M. tuberculosis GlmU -1.2%.
Screening Cc1ccc(N2CC(C(=O)NCc3ccc(C)n3C)CC2=O)cc1 (centres undefined) returned RmlCD inh 1536 -8 and M. tuberculosis GlmU 2.1%.
`CCOC(=O)c1[nH]c(=O)[nH]c1CSCCO` gave RmlCD inh 1536 -12 and M. tuberculosis GlmU -0.3%.
`CN1C(=O)/C(=C2/C=CC=CN2C)OC1=S` gave RmlCD inh 1536 -12 and M. tuberculosis GlmU -1.1%.
Screening Cn1c(SCc2ccc([N+](=O)[O-])cc2)nc2c(c1=O)SCC2 returned RmlCD inh 1536 12 and M. tuberculosis GlmU -8.0%.
`Cc1ccc(SCCC(=O)NCCSCc2ccco2)cc1` gave M. tuberculosis GlmU -1.9%.
For COc1ccc2c(c1)CC/C2=N\OC(=O)c1ccccc1OC the results were M. tuberculosis GlmU -1.3%.
For CC(=O)c1cn(Cc2ccccc2)c(=O)[nH]c1=O the results were RmlCD inh 1536 33 and M. tuberculosis GlmU 1.4%.
`Cc1cc(C)nc(SCc2n[nH]c(=S)n2C)n1` gave M. tuberculosis GlmU 1.3%.
Screening CCSc1nnc(NC(=O)[C@@H](NC(=O)c2cc(OC)cc(OC)c2)C(C)C)s1 returned RmlCD inh 1536 5 and M. tuberculosis GlmU 0.8%.
`CC1(OC(=O)C2CCCC2)C(=O)C=C2C=C(c3ccsc3)N(C3CCCC3)C=C2C1=O` (centres undefined) gave M. tuberculosis GlmU -2.7%.
CCC(C(=O)Nc1nnc(-c2ccco2)s1)c1ccccc1 (centres undefined) was read as RmlCD inh 1536 -12 and M. tuberculosis GlmU 1.4%.
COc1ccc(NC(=O)CSc2nnc(CNC(=O)COc3ccc(Cl)cc3)o2)cc1 was read as RmlCD inh 1536 4 and M. tuberculosis GlmU 0.3%.
`CCCN1C=CC(=C2C(=O)c3ccccc3C2=O)C=C1` gave M. tuberculosis GlmU -3.5%.
For COC(=O)c1ccc(CN(c2ccc(C)cc2)S(=O)(=O)c2ccc3c(c2)OCCO3)o1 the results were M. tuberculosis GlmU -0.1%.
O=C(NCCNS(=O)(=O)c1ccccc1)N1CCOCC1 was read as M. tuberculosis GlmU -0.2%.
Cc1ccc(OCC(=O)O/N=C(\N)c2cccnc2)cc1 was read as RmlCD inh 1536 11 and M. tuberculosis GlmU -5.3%.
For O=C(CSc1nc2ccccc2o1)N1CCN(c2ccc(Cl)cc2)CC1 the results were RmlCD inh 1536 -7 and M. tuberculosis GlmU -1.6%.
Screening CN(O)/C=c1/ccc2c(n1)C(=O)C=CC=2 returned M. tuberculosis GlmU -4.4%.
For Cc1cccc(-n2ncc3c(NCCN4CCOCC4)ncnc32)c1 the results were RmlCD inh 1536 8 and M. tuberculosis GlmU 7.8%.
Screening C/C(=N/NS(=O)(=O)c1ccc(Br)cc1)c1ccc(C)o1 returned RmlCD inh 1536 1 and M. tuberculosis GlmU -2.4%.
O=C(CSc1cc([N+](=O)[O-])cc(S(=O)(=O)Cc2ccccc2)c1)NC1CC1 was read as RmlCD inh 1536 4 and M. tuberculosis GlmU -3.7%.
Screening S=C(Nc1ccccc1Cl)N(Cc1ccccc1)Cc1cccnc1 returned RmlCD inh 1536 8 and M. tuberculosis GlmU -5.8%.
`Cc1noc2ncnc(Oc3ccccc3Cl)c12` gave RmlCD inh 1536 -9 and M. tuberculosis GlmU -0.2%.

Some of these compounds in order of molar mass, lowest first.
O=C(NCCNS(=O)(=O)c1ccccc1)N1CCOCC1 was read as M. tuberculosis GlmU -0.2%.
COCCn1c(C2CCCCC2)nc2sc3ccccc3c(=O)c2c1=O was read as RmlCD inh 1536 10 and M. tuberculosis GlmU 1.0%.
COc1ccc(/C=N/NC(=O)CNC(=O)c2ccc3c(c2)OCCO3)cc1OC was read as M. tuberculosis GlmU 2.5%.
Cc1ccc(-c2nnc(SCC(=O)NNC(=O)COc3cccc4ccccc34)n2C)cc1 was read as RmlCD inh 1536 8 and M. tuberculosis GlmU -2.9%.

(list continues)
CCCCn1c(=NC(=O)c2ccco2)c(C(=O)OCC)cc2c(=O)n3ccccc3nc21 was read as M. tuberculosis GlmU 0.2%.
COc1ccc(OCC(=O)N2N=C(C)CC2(O)C(F)(F)F)cc1 (centres undefined) was read as RmlCD inh 1536 -10 and M. tuberculosis GlmU -3.6%.
`COc1ccccc1CNC(=O)c1csc2c1CCCC2` gave RmlCD inh 1536 9 and M. tuberculosis GlmU 2.1%.
COC(=O)/C(C#N)=C1/C=Cc2ccccc2N1C was read as M. tuberculosis GlmU -2.5%.

Compound activity: PubChem, several laboratories

Only part of the results is shown; the hit share may differ from the screen's.
